# Assay outcomes from PubChem BioAssay.
# MC4R antagonist – human MC4R antagonism in cAMP assay; AID 540295; inhibition, % at 6.5 µM; P32245; MC4R-expressing cells, MTII-stimulated cAMP, LANCE TR-FRET; actives 0.48% (n = 360,000);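 active means inhibition above its plate's cutoff, the mean of tested wells on that plate plus 3 SD, cut at about 29% in these data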;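 further: 0% = Melanotan II alone and 100% = Melanotan II plus saturating MCL0020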
#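 Test system: U2OS cells stably expressing human melanocortin 4 receptor (MC4R); also added: Melanotan II challenge; compound: 6.5 µM single dose; timing: 30-min compound preincubation, 1-h Melanotan II challenge, 1-h detection, room temperature; signal: Eu-cAMP/anti-cAMP TR-FRET, emission 671 nm; repeats: one well per compound, no replicates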
# m5-HT2A agonist – activates the mouse 5-HT2A serotonin receptor | P35363 | CHO-K1 mHTR2A beta-arrestin complementation, luminescence; percent of 30 µM serotonin response | activation, % at 7.6 µM | actives 0.66% (n = 360,000);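 active means activation above a run cutoff, the mean activation of all tested compounds plus 3 SD, cut at about 14% in these data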;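 further: 0% = plate median of compound wells and 100% = 30 µM serotonin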
# Exocytosis inh – lytic granule exocytosis inhibition; TALL-104 LAMP-1 surface exposure, flow cytometry; cells stimulated with thapsigargin and PMA; inhibition, % at 10 µM; actives 0.66% (n = 360,000); AID 651702;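 active means inhibition above about 55%, limit read from the data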
# H9c2 protect – modulators protecting cardiomyocytes from myocardial damage; H9c2 cardiomyocytes, H2O2 injury protection, ATPLite, 2 h; protection from H2O2 cell death, % at 20 µM; actives 0.63% (n = 360,000);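 active means compounds giving at least 50% protection of heart cells from peroxide-induced death in the single-dose screen, raw or plate-pattern-corrected value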;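 further: 0% = DMSO wells with peroxide and 100% = DMSO wells without peroxide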
# PDI turbidity – blocks human protein disulfide isomerase activity; actives 0.052% (n = 350,000); P07237; inhibition, % at 10 µM; PDI insulin aggregation turbidity, A650, 90 min;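 active means mean inhibition across replicates of 30% or more, whatever share of single replicates reach that level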;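 further: absorbance from insulin aggregation driven by PDI reduction with DTT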
# ABHD5-PLIN5 inh – blocks binding of human ABHD5 to perilipin-5. AID 602281. inhibition, % at 4 µM. Q00G26+Q8WTS1. actives 0.78% (n = 360,000). Split G. princeps luciferase complementation, luminescence, 4 h;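 active means inhibition above the mean inhibition across every tested compound plus 3 SD, cut at about 22% in these data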;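 further: 0% = DMSO only wells and the 100% control is not disclosed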
# Target sequence (Q00G26 whole entry, looked up): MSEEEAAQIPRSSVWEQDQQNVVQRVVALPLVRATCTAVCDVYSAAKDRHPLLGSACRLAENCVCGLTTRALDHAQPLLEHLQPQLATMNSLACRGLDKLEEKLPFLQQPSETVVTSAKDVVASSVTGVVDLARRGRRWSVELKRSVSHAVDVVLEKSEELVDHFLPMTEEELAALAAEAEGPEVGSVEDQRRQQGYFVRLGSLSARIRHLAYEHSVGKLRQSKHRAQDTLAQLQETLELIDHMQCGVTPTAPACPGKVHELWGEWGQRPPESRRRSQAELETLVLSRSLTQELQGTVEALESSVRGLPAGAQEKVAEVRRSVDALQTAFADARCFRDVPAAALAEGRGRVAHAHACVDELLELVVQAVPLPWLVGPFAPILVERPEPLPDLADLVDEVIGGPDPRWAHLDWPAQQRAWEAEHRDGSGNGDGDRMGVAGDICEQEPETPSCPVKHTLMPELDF
# Target sequence (Q8WTS1 whole entry, looked up): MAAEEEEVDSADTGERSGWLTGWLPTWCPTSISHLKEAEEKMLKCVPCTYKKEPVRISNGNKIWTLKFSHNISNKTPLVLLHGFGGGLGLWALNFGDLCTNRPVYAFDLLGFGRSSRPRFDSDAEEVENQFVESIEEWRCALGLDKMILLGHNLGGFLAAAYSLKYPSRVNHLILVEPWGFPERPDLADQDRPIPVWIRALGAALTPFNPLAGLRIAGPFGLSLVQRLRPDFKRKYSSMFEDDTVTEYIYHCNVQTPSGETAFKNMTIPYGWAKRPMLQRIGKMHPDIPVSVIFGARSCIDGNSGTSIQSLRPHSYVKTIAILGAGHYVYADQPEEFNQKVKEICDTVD
# MC4R ag barr – agonists of human melanocortin 4 receptor (MC4R) beta-arrestin; U2OS MC4R beta-arrestin complementation, luminescence; percent of melanotan II response, DMSO zero; P32245; AID 540308; actives 0.98% (n = 360,000); activation, % at 8.9 µM;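 active means activation above a per-plate cutoff, the mean activation of sample wells on that plate plus 3 SD, cut at about 8% in these data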
# N-glyco inh – N-linked glycosylation inhibition; AID 588692; reporter increase, % at 12.5 µM; actives 0.23% (n = 360,000); D54 ERlucT glycosylation luciferase reporter, 24 h; percent of 100 nM tunicamycin response;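 active means mean luciferase reporter signal, scaled so untreated is 0 and the glycosylation-blocking control 100, at or above a set limit in every replicate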;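 further: luciferase carries N-glycosylation sites so blocking glycosylation raises the light; 0% = median of neutral control wells and 100% = median of 100 nM tunicamycin wells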
# CaV13 FRET inh – Disruptors of the CACNA1D IQ motif to Ca2+-dependent inactivation inhibitor domain association, primary screening, Förster resonance energy transfer in intact living … | HEK cells, CFP/YFP FRET ICDI-IQ, plate reader, 10 min; percent FRET-ratio fall versus neutral wells | inhibition, % at 12.3 µM | actives 0.098% (n = 340,000) | AID 743397;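 active means mean replicate inhibition of at least 30% and at least 1% of replicates passing that level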;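 further: 0% = median of the neutral control wells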
# ABCB6 inh MLPCN – inhibitors of human ABC transporter ABCB6. K562-ABCB6 porphyrin accumulation, flow cytometry, 1 h; active compounds read low. actives 0.19% (n = 360,000). Q9NP58. AID 602162. fluorescence ratio to DMSO, % at 10 µM;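 active means fluorescence ratio to DMSO below 75%, the collection mean minus 3 SD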;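 further: signal is porphyrin accumulated inside mitochondria; 100% equals median channel fluorescence of DMSO control wells; lower ratio means ABCB6 inhibition with less porphyrin fluorescence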
# Numbers without * were called inactive; · = not tested or not shown.
SMILES,MC4R antagonist,m5-HT2A agonist,Exocytosis inh,H9c2 protect,PDI turbidity,ABHD5-PLIN5 inh,MC4R ag barr,N-glyco inh,CaV13 FRET inh,ABCB6 inh MLPCN
CN(C)S(=O)(=O)c1cc(C(=O)NCC2CCCO2)c(Cl)cc1Cl (centres undefined),1,-3,6,6,-14,-4,-2.3,-1,·,101
COc1cccc(CNC(=O)C(C)n2ccc3cc(S(=O)(=O)N4CCCCCC4)ccc32)c1 (centres undefined),9,6,2,-4,2,6,-1.2,-4,-8,96
c1ccc(Nc2c3c(nc4ccccc24)CCC3)cc1,19,-5,0,-10,4,0,-0.7,0,12,100
CC(NC(=O)C1CCC(CNc2c(N3CCCCC3)c(=O)c2=O)CC1)c1ccccc1 (centres undefined),-3,4,2,5,7,13,3.4,1,5,92
CC1(C)SC(=S)N(/N=C/c2ccccc2O)C1N(O)C(=O)Nc1ccccc1 (centres undefined),1,5,-1,6,1,6,-0.4,-1,-2,97
Clc1ccccc1-c1nc(N/N=C/c2cccnc2)c2ccccc2n1,5,0,0,78*,7,6,0.1,7,-6,105
CCC(C)(C)n1nnnc1C(c1cccc(C#N)c1)N1CCN(c2cc(C)ccc2C)CC1 (centres undefined),12,7,-2,4,1,1,-2.6,-8,·,96
O=C(Nc1ccccc1)c1ccc(N2CCN(c3ccccn3)CC2)c(S(=O)(=O)N2CCOCC2)c1,-4,-3,-1,2,-6,7,2.3,-8,-7,95
O=C(CSc1nnc(-c2ccccc2)o1)NC1CCCC1,3,0,2,-3,-2,2,-3.7,1,-5,102
CC(C)C1CC(c2ccccc2)(C(CN)CO)CCO1 (centres undefined),15,-1,-4,-1,11,-1,0.0,-1,-6,100
COc1cc(CCC(=O)Nc2c(C(=O)N3CCN(c4ccccc4)CC3)oc3ccccc23)on1,0,-4,0,10,5,-6,-1.8,-1,-14,97
CCOc1ccc(C(=O)Nc2cc(-c3nc4ccccc4[nH]3)ccc2Cl)cc1[N+](=O)[O-],-8,1,19,-11,-6,-3,-1.2,22,-3,96
Cc1cc2sc(NC(=O)c3ccco3)nc2cc1Cl,17,-3,4,-10,-1,5,2.9,-12,-5,98
COC(=O)C1(C(=O)OC)C[C@H](/C=C/c2ccccc2)N(Cc2ccccc2OC)[C@@H]1c1cccc(Br)c1,·,-7,-3,·,·,10,·,·,-10,·
O=C(COc1ccc(Br)cc1)NCCCN1CCCC1=O,4,0,-4,0,13,-2,-1.2,1,-5,104
CCOC(=O)N1CCC(=NNC(N)=O)CC1,4,2,-1,4,2,0,-0.3,-2,-9,98
O=C(CCNC(=O)c1ccco1)Nc1cccc(Br)c1,17,-4,-3,-8,4,5,-0.2,3,0,99
CCOc1ccc(S(=O)(=O)N2CCCC(C(=O)NCc3cccnc3)C2)cc1C (centres undefined),14,0,-4,-6,0,5,-1.0,2,-3,97
Cc1ccc(Nc2nc(/N=C/N(C)C)n[nH]2)cc1C,-5,-5,-1,3,-4,-4,-0.6,0,-4,90
CCOC(=O)c1c(C2COc3ccccc3O2)csc1N (centres undefined),1,-7,0,-3,2,-6,1.5,0,-8,99
CCCn1c(=O)c2ccccc2n2c(SCc3nc4ccccc4s3)nnc12,7,1,2,3,-1,-4,-0.9,-3,-5,116
Cc1ccc(OCC(=O)c2cc(C)n(-c3ccccc3)c2C)c([N+](=O)[O-])n1,-3,-1,1,-16,12,-1,0.1,-15,-5,95
O=C(NNC(=O)c1n[nH]c(=O)c2ccccc12)c1ccc(Br)cc1,21,0,-3,47,-6,0,-1.7,0,-2,98
CCOC(=O)C1CCN(CC(=O)Nc2ccc(OC)c(S(=O)(=O)N3CCCCC3)c2)CC1,15,0,-1,6,-2,-3,0.4,1,-9,104
CCc1ccc(OCC(=O)Nc2ccc(S(=O)(=O)N3CCCC3)cc2)c(Br)c1,14,-2,-1,-9,-5,-7,21*,-1,-3,91
COCCCN1C(=O)c2ccc(C(=O)OCC(=O)NCCc3ccccc3)cc2C1=O,-5,3,6,-3,1,1,-1.9,-1,-4,96
CCCc1oc(C(=O)O)cc1CN,4,0,12,4,1,-5,1.3,1,-5,101
C/C(=N\OCC(=O)NCC(F)(F)F)c1cc2ccccc2o1,15,-6,2,-7,4,-3,0.5,0,-5,107
CCN1C(=O)c2ccccc2S(=O)c2ccc(C(=O)N3CCCC3)cc21 (centres undefined),5,2,-2,-3,·,1,-0.7,0,-3,94
CN(C)S(=O)(=O)N1CCN(C(=O)c2ccc3c(c2)OCO3)CC1,10,3,2,1,-19,11,0.4,1,-6,95

# One compound at a time, as listed above.
# Clc1ccccc1-c1nc(N/N=C/c2cccnc2)c2ccccc2n1 in the list: MC4R antagonist = 5; m5-HT2A agonist = 0; Exocytosis inh = 0; H9c2 protect = 78*; PDI turbidity = 7; ABHD5-PLIN5 inh = 6; MC4R ag barr = 0.1; N-glyco inh = 7; CaV13 FRET inh = -6; ABCB6 inh MLPCN = 105
# O=C(NNC(=O)c1n[nH]c(=O)c2ccccc12)c1ccc(Br)cc1 in the list: MC4R antagonist = 21; m5-HT2A agonist = 0; Exocytosis inh = -3; H9c2 protect = 47; PDI turbidity = -6; ABHD5-PLIN5 inh = 0; MC4R ag barr = -1.7; N-glyco inh = 0; CaV13 FRET inh = -2; ABCB6 inh MLPCN = 98

# Other records.
SMILES,MC4R antagonist,m5-HT2A agonist,Exocytosis inh,H9c2 protect,PDI turbidity,ABHD5-PLIN5 inh,MC4R ag barr,N-glyco inh,CaV13 FRET inh,ABCB6 inh MLPCN
Cc1cc(C)n(C(=O)CNC(=O)c2ccco2)n1,7,8,2,6,5,3,-1.3,-1,·,104
Cc1[nH][nH]c(=O)c1C,-1,1,1,-4,-1,3,-1.5,1,-4,98
O=C(Nc1cccc(Cl)c1)c1ccc2c(=O)n3c(nc2c1)CCCCC3,2,-4,0,-3,2,5,-1.4,-8,·,97
CCOC(=O)c1c(NC(=O)COC(=O)Cn2c(C(F)(F)F)nc3ccccc32)sc(C)c1C,10,-3,0,-14,-4,-1,0.6,5,·,99
CNc1nc(NCCOc2ccccc2)c2sccc2n1,-7,-2,2,-12,-1,-9,2.9,-3,·,101
O=C(Nc1ccccc1)c1cc(C2CCCN(C(=O)C/C=C/c3ccccc3)C2)on1 (centres undefined),0,-3,8,0,3,8,0.1,-2,-10,85
COc1ccc(CCN2C(=O)CC(C(N)=O)SC2=Nc2ccc(F)cc2)cc1OC (centres undefined),8,0,1,-5,3,-5,2.4,3,-2,96
O=C(CCN1C(=O)/C(=C/c2ccc3c(c2)OCO3)SC1=S)Nc1cccc(C(=O)O)c1,3,3,13,-6,-7,2,0.6,-1,-6,99
O=C(CN(c1ccc(F)cc1)S(=O)(=O)c1ccc2c(c1)OCCO2)NCc1ccccc1,9,-9,-4,-1,-7,9,-0.2,2,-8,99
CSCc1ccc(C(=O)N2CCC(N3CCC(C(=O)NC(C)C)CC3)CC2)o1,6,4,-16,3,0,-2,-0.6,1,-9,99
COc1ccccc1-c1nc(-c2ccc(Br)o2)no1,12,-7,-5,-17,-8,1,-1.4,-12,-6,90
CCc1nnc(N2C(=O)c3ccccc3C2(O)c2ccccc2)s1 (centres undefined),12,0,-1,9,-4,-1,-0.5,-2,-3,98
COc1ccc(NC(=O)CN2CCN(C3c4ccccc4-c4ccccc43)CC2)c(OC)c1,1,1,10,-3,-1,-4,-0.3,-2,·,96
COc1cc(F)ccc1-c1cc(C(=O)NCc2cccs2)[nH]n1,9,-5,-4,5,3,0,0.9,8,-3,100
COc1ccc(Cl)cc1NC(=O)CN(C)CC(=O)Nc1ccccc1C(F)(F)F,10,3,-1,-6,-9,7,-1.0,3,-2,104
CCOc1ccc(CCNC(=O)CS(=O)Cc2nc(-c3ccccc3Cl)oc2C)cc1OCC (centres undefined),7,0,24,4,14,-2,-1.4,0,-3,97
C[C@@H]1CN([C@H](C)CO)C(=O)c2cc(-c3ccc(F)cc3)cnc2O[C@H]1CN(C)C(=O)c1ccc(F)cc1,15,-5,-1,10,2,-2,0.4,5,-3,100
C/C(=N\NC(=O)c1ccc(CSc2nc(C)cc(C)n2)cc1)c1ccco1,14,-4,-2,-4,4,-3,-3.0,1,-3,97
Cc1cc(C)cc(C(=O)NC(CC(N)=O)c2ccc(NCC3CC3)c([N+](=O)[O-])c2)c1 (centres undefined),11,-3,-4,-1,0,-7,-0.7,1,-6,93
CCc1cccc(NC(=O)C2CCCN(S(=O)(=O)c3c(C)[nH]c(=O)[nH]c3=O)C2)c1 (centres undefined),0,-4,-1,-1,1,2,-0.7,3,-2,99
CC1CC(C)CN(C(=O)c2ccc(CNc3c(N4CCCC4)c(=O)c3=O)cc2)C1 (centres undefined),0,-3,0,-6,-8,-4,-1.1,0,1,101
O=C(COc1ccc(F)cc1Cl)Nc1ccc(S(=O)(=O)Nc2nccs2)cc1,9,0,-4,-6,-2,-10,-1.9,1,-6,91
COc1ccc(/C=C/C(=O)NCCSCc2ccco2)cc1OC,-2,-3,1,-2,6,-4,-1.4,2,-20,102
CC(=NNC(=S)Nc1ccccc1)c1ccccn1,5,-5,-1,30,-3,-3,0.3,-9,-7,99
C=CCN(c1ccc(OC)cc1)S(=O)(=O)c1ccc(Cl)c(C(=O)OCC(=O)c2c(N)n(C)c(=O)n(C)c2=O)c1,-28,2,6,26,-1,-7,0.3,-1,-6,100
COc1ccc(S(=O)(=O)Nc2ncccn2)cc1,13,-2,4,12,6,4,1.2,2,-4,99
O=C(Nc1nccs1)C1Cc2ccccc2CN1S(=O)(=O)c1ccc(F)cc1 (centres undefined),4,-2,2,-7,-14,-7,2.5,-14,-4,95
CC1Cc2ccccc2N1C(=O)c1ccc2c(c1)nnn2C (centres undefined),-1,-3,-3,-2,-5,1,-2.0,1,·,94
CCCCC(=O)NC1=NC(=O)C(C)(C)S1,-5,4,-4,0,0,3,0.8,1,-7,99
Cc1ccc(NC(=O)c2c(-c3ccccc3)noc2C)nc1,11,2,1,-2,-2,-7,-1.2,-1,-3,88
O=c1cc(CSc2ccc(Cl)cc2)nc(-c2ccncc2)[nH]1,6,4,-2,1,2,3,-0.1,-2,-8,86
CCCn1c(C(O)c2ccc(C)cc2)nc2ccccc21 (centres undefined),5,3,-2,-1,0,-10,-0.2,-3,-3,98
CC(C)CCNC(=O)C(=O)Nc1ccc2c(c1)N(S(=O)(=O)c1cccs1)CCC2,-28,-7,-6,-2,3,-2,-0.6,7,-6,93
CC(=O)c1cccc(NC(=O)C(C)OC(=O)Cc2c[nH]c3ccccc23)c1 (centres undefined),1,5,1,7,11,2,-2.6,0,-7,92
N/N=C(\c1ccccc1)c1cc(Cl)ccc1N,21,-4,10,2,-3,-4,0.9,0,0,99
COC(=O)c1ccc(SC)cn1,12,4,-2,5,-6,3,0.5,-1,5,104
CC1(C)Oc2ccc3ccc(=O)oc3c2C(/C=N/O)C1=O (centres undefined),-1,8,-1,5,-12,4,-1.2,0,-6,106
COc1cc(C(=O)N2CCN(C(=O)C(Cc3cc(C)ccc3C)NC(C)=O)CC2)cc(OC)c1OC (centres undefined),20,-4,-3,2,1,-7,-1.0,-1,-4,97
